Screening results from PubChem BioAssay.
RGS4 inh: inhibitors of human regulator of G protein signaling 4; P49798; Transcreener GDP fluorescence polarization, RGS4-accelerated GTP hydrolysis; Potency, µM (doses to about 114 µM), without a hit: at the top dose activity change, negative = inhibition, usual class: inhibitors; hit rate 0.039% among 390,000; also: % is scaled to controls: 0 for no effect and ±100 for the full control effect; nearly all actives have a fitted effect of over 75% in size; some results filed as inactive show a strong effect at the top dose
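MLSMR compounds (23 nl, pin-transferred) preincubated 10 min at room temperature with a 500nM (2x) first reagent, then RGS4 at 900nM (2x) plus Transcreener GDP mix added; fluorescence polarization (620/688 nm) read before and after 90 min at 30 °C.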
ALOX12 inh: inhibitors of human 12S-lipoxygenase ALOX12 | P18054 | AID 1671190 | hit rate 1.1% among 580,000 | purified 12hLO, xylenol orange hydroperoxide absorbance | Potency, µM (series often up to 108 µM), for inactives: at the top dose activity change, negative = inhibition, hits mostly inhibitors; also: % is scaled to controls: 0 for no effect and ±100 for the full control effect
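Hydroperoxide product was detected by ferrous iron/xylenol orange as the 573 to 405 nm absorbance ratio. Arachidonic acid at 40 uM (final) was turned over for 30 min at room temperature by 150 nM human 12hLO, pH 7.0 Hepes buffer, after 15 min compound preincubation.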
JMJD2A Tudor: blocks the human JMJD2A Tudor domain; O75164; AlphaScreen JMJD2A-Tudor / H3K4me3 peptide binding; Potency, µM (highest dose often 114 µM), without a hit: at the top dose activity change, negative = inhibition, usual class: inhibitors; hit rate 4.4% among 390,000; AID 504339; also: % is scaled to controls: 0 for no effect and ±100 for the full control effect; nearly all actives have a fitted effect of over 50% in size
Target sequence (O75164 whole entry, looked up, the tested form may be a part): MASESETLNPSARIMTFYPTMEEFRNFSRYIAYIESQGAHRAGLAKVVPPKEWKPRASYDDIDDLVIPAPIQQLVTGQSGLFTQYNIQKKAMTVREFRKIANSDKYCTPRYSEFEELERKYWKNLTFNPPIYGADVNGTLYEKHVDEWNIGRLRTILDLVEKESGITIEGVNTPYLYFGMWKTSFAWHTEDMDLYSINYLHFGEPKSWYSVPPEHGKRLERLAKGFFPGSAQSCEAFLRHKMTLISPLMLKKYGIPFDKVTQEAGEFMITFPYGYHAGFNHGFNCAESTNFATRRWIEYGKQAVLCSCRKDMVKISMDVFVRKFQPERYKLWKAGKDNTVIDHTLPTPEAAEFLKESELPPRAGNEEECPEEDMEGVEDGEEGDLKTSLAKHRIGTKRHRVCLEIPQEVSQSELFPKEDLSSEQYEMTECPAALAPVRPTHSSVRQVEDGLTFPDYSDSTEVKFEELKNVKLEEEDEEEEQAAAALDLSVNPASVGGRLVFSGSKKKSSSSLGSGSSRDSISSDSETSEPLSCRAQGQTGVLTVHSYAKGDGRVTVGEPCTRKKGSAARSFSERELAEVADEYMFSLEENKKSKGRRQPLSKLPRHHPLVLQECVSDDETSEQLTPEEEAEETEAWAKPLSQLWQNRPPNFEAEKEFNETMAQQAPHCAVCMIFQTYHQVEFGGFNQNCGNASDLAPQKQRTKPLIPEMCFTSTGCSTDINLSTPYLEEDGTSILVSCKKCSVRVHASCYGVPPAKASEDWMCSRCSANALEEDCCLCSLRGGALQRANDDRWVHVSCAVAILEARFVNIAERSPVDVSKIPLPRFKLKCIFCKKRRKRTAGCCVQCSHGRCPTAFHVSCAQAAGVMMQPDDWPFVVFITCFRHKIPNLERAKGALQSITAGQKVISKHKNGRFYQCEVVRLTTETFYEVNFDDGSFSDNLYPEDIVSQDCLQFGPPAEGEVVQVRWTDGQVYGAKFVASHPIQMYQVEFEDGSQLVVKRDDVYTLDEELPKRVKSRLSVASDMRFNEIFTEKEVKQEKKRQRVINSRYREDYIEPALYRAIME
PGK inhibitor: blocks T. brucei phosphoglycerate kinase; P07378; PGK/GAPDH coupled, Kinase-Glo luminescence, 60 min; Potency, µM (titrated, usually from 57.5 µM), inactives show top-dose activity change, negative = inhibition, hits mostly inhibitors; hit rate 0.043% among 380,000; AID 602233; also: % is scaled to controls: 0 for no effect and ±100 for the full control effect; nearly all actives have a fitted effect of over 60% in size
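Recombinant glycosomal PGK reaction used 1,3-bisphosphoglycerate generated in-well by GAPDH (100nM final) in 100mM TEA pH 7.6, 5mM MgCl2, 0.01% Tween-20. After 60 minutes at room temperature, ATP was read by Kinase-Glo Plus luminescence end-point.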
TrxR1 inh: rat TrxR1 inhibition; O89049; recombinant rTrxR1, NADPH fluorescence consumption, selenite substrate; Potency, µM (highest dose often 114 µM), for the others: at the top dose activity change, negative = inhibition, actives largely listed as inhibitors; hit rate 1% among 390,000; also: % is scaled to controls: 0 for no effect and ±100 for the full control effect; nearly all actives have a fitted effect of over 65% in size
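Rat TrxR1 (90 nM in the dispensed reagent) was pre-reduced with 400 uM NADPH for 5 min at room temperature, then incubated with compound for 15 min. After 400 uM selenite was added, NADPH fluorescence (Ex 340/Em 450 nm) was followed for 8 min.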
Pin1 inhibitor: inhibitors of human Pin1; Q13526; AID 504891; Potency, µM (top dose mostly 115 µM), for the others: top-dose activity, negative = inhibition, most hits filed as inhibitors; hit rate 0.009% among 390,000; Pin1 FP peptide displacement, HiFluor488, 10 min; active = well fitted inhibition curve with a large enough effect in the polarisation, with a control signal flat, not every such curve was filed as active; inconclusive = small, poorly fitted or top-dose-only effect, or effect the other way, or a change in a side signal; inactive = no such curve, though single readings can be large or run the other way; the % refers to the polarisation; also: % is scaled to controls: 0 for no effect and ±100 for the full control effect
GLS inh: inhibitors of human glutaminase (GLS); AID 624170; Potency, µM (highest dose often 45.5 µM), for inactives: top-dose activity change, negative = inhibition, most hits filed as inhibitors; GLS enzymatic activity, qHTS titration; hit rate 0.21% among 410,000; also: % is scaled to controls: 0 for no effect and ±100 for the full control effect
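Human kidney-isoform GLS in 45 mM KH2PO4 pH 8.2, 0.02% Tween-20, with compound, started with 1mM L-Glutamine (added stock). Glutamate oxidase/HRP/Amplex red coupled fluorescence read at start and after 30 min at RT.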
ERG-DNA inh: blocks human ERG Ets domain binding to DNA. fluorescence polarization, His-ERG Ets domain / labelled DNA. Potency, µM (titrated, usually from 76.9 µM), without a hit: at the highest dose FP activity, negative = inhibition, most hits filed as inhibitors. hit rate 0.028% among 370,000; active = well fitted inhibition curve with a large enough effect in the polarisation, with a control signal flat; inconclusive = small, poorly fitted or top-dose-only effect, or effect the other way, or a change in a side signal; inactive = no such curve, though single readings can be large or run the other way; the % refers to the polarisation;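 also: polarization taken with two DNA probes labelled with fluorescein and Texas red; % of control where 0% means no effect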
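His-tagged ERG Ets domain (1 uM in the protein solution; 300mM KCl, 50mM Tris-HCl, 1mM EDTA, 1mM DTT, pH 7.5) received compound, then a probe mix of 5 nM fluorescein-DNA and 100nM Texas-615-DNA. Fluorescence polarization was read for both dyes.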
HP1b binding inh: HP1-beta chromodomain-methylated histone interaction inhibition; AID 540317; Potency, µM (titrated, usually from 114 µM), without a hit: at the highest dose activity change, negative = inhibition, actives largely listed as inhibitors; AlphaScreen HP1-beta / biotin-H3K9me3 peptide binding; hit rate 0.56% among 390,000; P83916; also: nearly all actives have a fitted effect of over 70% in size; inactives centre near 23
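HP1-beta protein (50 nM final) preincubated 30 min at room temperature with biotinylated H3(1-18)K9me3 peptide (50 nM) in PBS pH 7.4, 0.01% Tween-20, then compound added for 30 min. AlphaScreen streptavidin donor/nickel chelate acceptor beads (10 ug/mL final), 30 min dark, luminescence read.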
Active calls of the source: *; i = inactive; ? = inconclusive; . = not tested or not shown; & = joins results of further samples; [ ] = another dose, or the depositor's remark. Unless noted, calls follow the shape of the dose curve; as a rule, active = well fitted curve in the direction sought with a large enough effect; inconclusive = small, poorly fitted or top-dose-only effect, or another doubt; inactive = no such curve, though single readings can be large; an effect the other way counts as inactive or inconclusive. Potency is read from the fitted curve at half-maximal effect. An excerpt; rates above refer to the full screens.

SMILES	RGS4 inh	ALOX12 inh	JMJD2A Tudor	PGK inhibitor	TrxR1 inh	Pin1 inhibitor	GLS inh	ERG-DNA inh	HP1b binding inh
CCc1ccc(CN(C(=O)COc2c(C)cccc2C)C2CCS(=O)(=O)C2)cc1 (configuration not stated)	-2%	20%	-12%	1%	-26%	-2%	-6%	-1%	24%
CC1(C)CC(=O)C(C=NCCN2CCN(C(=O)CCl)CC2)=C(O)C1	11%	211%[activator]	-3%	4%	?	-4%	1%	-7%	55%[activator]
CC(=O)C1=C(c2ccc(Br)cc2)N(C(C)=O)n2c(nnc2C2CCCCC2)S1	4%	-1%	-12%	-2%	19%[57.1 µM]	-5%	10%	-11%	-4%
COCc1cc(C)nc2sc(C(=O)Nc3ccccc3OC)c(N)c12	-30%	0%	79%[activator]	2%	-1%[57.1 µM]	0%	-6%	9%	169%[activator]
CC1CCc2nc(N)c(C#N)c(-c3cccnc3)c2C1 (configuration not stated)	-5%	20%[57.4 µM]	-6%	1%	12%	-6%	-2%	-15%	58%[activator]
CCc1nc(N2CCN(C(=O)c3ccco3)CC2)c2c3c(sc2n1)CCCC3	-21%	?	-31%	7%	?	-2%	17%	8%	-5%
Cc1cnc(C(=O)N2CCN(S(=O)(=O)c3cccc(Br)c3)CC2)cn1	4%	1%	-2%	-1%	13%[57.1 µM]	-4%	12%	1%	19%
Cn1c(=O)cc(N2CCOCC2)[nH]c1=O	3%	28%	-10%	-2%	?	3%	10%	0%	23%
N/C(=N\OC(=O)c1ccco1)c1ccccn1	-6%	0%	-21%	?	15%	5%	-3%	7%	9%
CC(NC(=O)CCl)c1ccc(Cl)c(Cl)c1 (configuration not stated)	-6%	0%	-5%	-9%	40µM*	0%	13%	-18%	19%
O=C(O)c1ccc(N2C(=O)c3[nH]nc(-c4ccccc4)c3C2c2ccccc2)cc1 (configuration not stated)	?	1%	-15%	i	21%	-1%	?	15%	4%
O=C(/C=C/c1ccccc1)Nc1ccc(N2CCCCC2)cc1	-16%	-23%	-18%	-2%	13%	-5%	-5%	-9%	-8%
O=C(CCNC(=O)c1ccccc1)Nc1ccc(S(=O)(=O)Nc2ncccn2)cc1	-21%	-2%	-1%	-8%	4%	-3%	-5%	-4%	36%
COc1ccc(Oc2nc(C(F)(F)F)nc3ccccc23)cc1	12%	63%[activator]	53%[activator]	10%	17%[57.1 µM]	1%	6%	1%	123%[activator]
CCCCNC(=O)CNC(=O)c1nn(-c2ccc(OC)cc2OC)c(=O)c2ccccc12	-22%	?	-7%	.	-1%	-11%	-8%	6%	31%
CCOC(=O)CN1C(=O)C(O)(CC(=O)c2ccc3c(c2)CCCC3)c2ccccc21 (configuration not stated)	7%	0%	-6%	-8%	12%[57.1 µM]	?	18%	7%	2%
CCCCCOC(=O)CSc1nnc(-c2ccccc2)c(=O)[nH]1	-1%	-12%	-18%	.	-3%	3%	9%	.	36%
CCOc1ccc(NC(=O)c2c3c(nc4ccccc24)CCC3)cc1	-22%	40%[activator]	-9%	i	3%[11.4 µM]	?	-18%	8%	20%
CCCN1C(=O)C(Cc2nc3ccccc3c(=O)n2-c2ccccc2)c2cc(C)ccc21 (configuration not stated)	1%&12%	?	-27%	-4%	4%&-11%	0%&-1%	-1%&6%	0%&0%	6%&6%
COC(=O)Cn1c(CN2CCOCC2)nc2c1c(=O)[nH]c(=O)n2C	8%	0%	-12%	i	21%	2%	0%	-4%	25%
CN1CCN(C(=O)c2ccc(CNS(=O)(=O)c3cccc(Cl)c3)cc2)CC1	-15%	-4%	-23%	0%	11%	-11%	-3%	9%	20%
NS(=O)(=O)c1ccc(NC(=O)C2Cc3ccccc3C(=O)O2)cc1 (configuration not stated)	6%	2%	-1%	-3%	6%	4%	5%	-2%	17%
O=C(c1oc2ccccc2c1N1CCCCC1)N1CCCCC1	-28%	-15%	-17%	-6%	3%	3%	0%	-2%	8%
O=C(O)C(c1ccccc1)N1C(=O)/C(=C\c2ccc(-c3ccc(Br)cc3)o2)SC1=S (configuration not stated)	?	6.3µM*	20µM*	1%	-53%	?	?	-4%	?
O=c1[nH]c2ccccc2nc1NCCN1CCOCC1	-38%	-23%	-10%	i	-6%[57.1 µM]	2%	16%	2%	15%
Continued.
SMILES	RGS4 inh	ALOX12 inh	JMJD2A Tudor	PGK inhibitor	TrxR1 inh	Pin1 inhibitor	GLS inh	ERG-DNA inh	HP1b binding inh
O=C(CSc1nnnn1C1CCCCC1)N1c2ccccc2Sc2ccccc21	-22%	-6%	-4%	i	9%	?	-6%	1%	44%[activator]
O=C(CCC(=O)Nc1nnc(C2CCCCC2)s1)Nc1ccccc1	-1%	-13%	-2%	-11%	4%	-7%	-19%	11%	35%
COCCSc1ccccc1C(=O)N1CCC(Cc2ccccc2)CC1	-5%	0%	-4%	-2%	35%	0%	1%	7%	30%
N#CC1CCN(C(=O)c2ccc3c(Cl)c4c(nc3c2)CCCC4)CC1	-11%	0%	1%	-1%	3%	-2%	3%	-8%	45%[activator]
CC(=O)N[C@@H](Cc1c[nH]c2ccccc12)C(=O)OCc1cc(C(F)(F)F)cc(C(F)(F)F)c1	-11%[56.9 µM]	?	?	5%	?	?	4%	5%	12%
O=C(N/N=C\C1CC=CCC1)c1ccc(Br)o1 (configuration not stated)	10%	?	-2%	7%	3%	-5%	-1%	2%	33%
Cn1ncc2c(Nc3ccccc3Cl)nc(Nc3ccccc3Cl)nc21	-17%	0%	-32%	-10%	31%	-3%	-1%	5%	-8%
O=C(Nc1ccccc1O)c1ccc2c(c1)C(=O)N(Cc1ccco1)C2=O	-33%	30%	-23%	-9%	0%	19%	-3%	12%	43%[activator]
COc1ccccc1NC(=O)N1CCN(Cc2ccc3c(c2)OCO3)CC1	-3%	-13%	4µM*	-5%	8%	-5%	28%	1%	?
Cc1cccc(NC(=O)CS(=O)(=O)c2c[nH]c3ccccc23)c1C	-6%	0%	-2%	-1%	-6%[57.1 µM]	10%	-4%	3%	35%
CCn1c(=O)c(CCC(=O)N2CCOCC2)c(C)c2c(C)nn(-c3ccccc3)c21	28%	.	-21%	3%	6%	?	-2%	0%	40%[activator]
C=C(C)C(=O)OCC(=O)NCc1ccccc1	11%	-13%	-4%	3%	15%[57.1 µM]	2%	-7%	1%	35%
COc1ccccc1CNC(=O)CN(C)S(=O)(=O)c1ccc2c(c1)n(C)c(=O)c(=O)n2C	11%	48%	-12%	-10%	-13%	-5%	4%	2%	24%
COc1ccc(CNC(=O)C(C)OC(=O)c2cccc(N(C)C)c2)cc1 (configuration not stated)	4%	-1%	-9%	-1%	6%	2%	23%	-3%	28%
CCC(C)Cn1c(COc2ccc(OC)cc2)nc2ccccc21 (configuration not stated)	-10%	-12%	4%	-9%	10%	1%	-14%	-2%	62%[activator]
S=C(NCCCN1CCOCC1)N1CCN(c2nc(-c3ccc(Cl)cc3)cs2)CC1	6%[11.4 µM]	?	?	1%	11%	-1%	11%	10%	-25%
CC1(C)CC(=O)c2cn3nc(C(F)(F)F)nc3nc2C1	-10%	7%	-6%	i	0%[57.1 µM]	1%	-4%	11%	42%[activator]
Cc1cccc(C(=O)NCCc2nc3ccccc3n2Cc2ccc(Cl)cc2)c1	1%	-24%	-18%	-15%	30%	-1%	5%	-1%	28%
Cc1ccc(CSC2=CS(=O)(=O)c3ccccc3N2)cc1	-28%	25%	0%	-9%	22%[57.1 µM]	-2%	3%	-7%	18%
Cc1ccc(-c2csc(NC(=O)c3ccc4c(=O)n5c(nc4c3)CCCCC5)n2)cc1	-3%	-17%	-9%	3%	4%	9%	3%	-1%	15%
CC1=C(C(=O)OCc2ccc3c(c2)OCO3)C(c2ccccc2)NC(=O)N1 (configuration not stated)	-1%	-39%	-33%	-6%	-1%	?	32%	.	7%
Cc1cc(C(=O)Nc2cc(C(F)(F)F)ccc2N2CCOCC2)no1	-22%	0%	26%	-4%	6%	-2%	-13%	8%	56%[activator]
Cc1csc(NC(=O)c2cc3ccccc3o2)n1	-9%	-23%	-19%	-15%	-3%	6%	1%	1%	30%
O=C(NCc1ccccn1)Nc1ccc(F)cc1	19%	19%[57.4 µM]	-1%	-2%	1%	-3%	0%	6%	13%
COc1ccc(/C=C2\Oc3cc(OCC(=O)N4CCC(C(=O)O)CC4)ccc3C2=O)c(OC)c1OC	-3%	-21%	-33%	-10%	-19%	?	17%	14%	1%
OCCC1CN(Cc2cnc(-c3ccccc3)s2)CCN1Cc1ccccc1 (configuration not stated)	3%	9%	-14%	-4%	3%[57.1 µM]	1%	0%	1%	4%
CCOc1ccc(Nc2ncnc3onc(-c4ccc(Cl)cc4)c23)cc1	19%	-26%	18%	0%	16%	5%	12%	0%	72%[activator]

Single records, as listed above. Screens in order: RGS4 inh	ALOX12 inh	JMJD2A Tudor	PGK inhibitor	TrxR1 inh	Pin1 inhibitor	GLS inh	ERG-DNA inh	HP1b binding inh
Record of CCn1c(=O)c(CCC(=O)N2CCOCC2)c(C)c2c(C)nn(-c3ccccc3)c21 : 28%	.	-21%	3%	6%	?	-2%	0%	40%[activator]
Record of Cc1ccc(CSC2=CS(=O)(=O)c3ccccc3N2)cc1 : -28%	25%	0%	-9%	22%[57.1 µM]	-2%	3%	-7%	18%
Record of COc1ccc(/C=C2\Oc3cc(OCC(=O)N4CCC(C(=O)O)CC4)ccc3C2=O)c(OC)c1OC : -3%	-21%	-33%	-10%	-19%	?	17%	14%	1%
